Assay outcomes from PubChem.
Pf apPOL inh: Pf-apPOL DNA polymerase inhibition; Recombinant Pf-apPOL, molecular beacon fluorescence, 1.5 h; inhibition, % at 10 µM; hit rate 0.25% among 210,000
mHTT CaM bind: inhibitors of human mutant huntingtin-calmodulin interaction; P42858; hit rate 3.6% among 190,000; AID 1671202; inhibition, % at 15 µM; AlphaScreen His-mHTT/GST-CaM binding, luminescence;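 also: 0% = both proteins with DMSO and 100% = one protein alone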
Starred values were filed as active, the others as inactive; / = not tested or not shown; & = joins results of further samples. Rule as the data show it: active = inhibition above about 50%; inactive = the rest.

SMILES	Pf apPOL inh	mHTT CaM bind
O=C(CSc1nnc(-c2cccnc2)n1-c1ccccc1)c1ccc(Cl)cc1	-6	11
CSC1=C(C#N)C(c2ccc(Cl)cc2)C2=C(CC(C)(C)CC2=O)N1 (stereo not given)	-10	3
O=C1/C(=C/c2cccc(Cl)c2)Cc2ccccc21	0	7
Cc1sc2c(=O)n(C3CCCCC3)cnc2c1C(=O)NC1CCCCCC1	0	0
COc1ccc(C)cc1NC(=O)c1c(F)c(F)c(F)c(F)c1F	-3	-6
CCC1c2ccc(C)n2CCN1C(=O)Nc1ccccc1F (stereo not given)	-2	8
COc1ccc(N=C2NC(=O)/C(=C\c3ccco3)S2)cc1	-21	43
O=C(NC1CCCCCCC1)C1CC1c1ccccc1 (stereo not given)	4	-7
Cc1cc(Br)ccc1NS(=O)(=O)c1cccc2nsnc12	0	22
COCCNC(=O)c1cncc(-c2ccc(Cl)cc2)c1	0	7
Cc1nnc(SCc2ccccc2[N+](=O)[O-])s1	-1	/
COc1ccc(O)c(CNC2CCN(c3ccc(C(=O)NC4CC4)cn3)C2)c1 (stereo not given)	-5	-2
CCOC(=O)NC(=O)c1cn(C(C)C)c(=O)n(Cc2ccccc2)c1=O	-15	/
CSc1cccc(NC(=O)N2CCN(C3=CC4=NCC(C)N4C=N3)CC2)c1 (stereo not given)	-3	-1
COc1ccccc1OCCNC(=O)c1nc(C)n(C2CCN(C)CC2)c1C	3	0
CC(Oc1cccc(Cl)c1)C(=O)N1CCn2c(nnc2C(C)C)C1 (stereo not given)	2	-9
O=c1cc(-c2cc3cc(Cl)ccc3o2)c2cc3c(cc2o1)OCO3	1	0
Cc1noc(C)c1CC(=O)N1CCC(Nc2ncnc3c2CCC3)C1 (stereo not given)	-3	-3
CC(C)c1ccc(C(=O)Nc2nncs2)cc1	-4	4
COc1ccc(C2=C/C(=C\c3ccccc3Cl)C(=O)O2)c(OC)c1	-3	-23
Cc1oc(C(C)C)nc1C(=O)N1CCC(N2CCCCC2)CC1	-3	9
C=CCn1c(SCC)nc(O)cc1=O	-3	-6
CCc1onc(C)c1C1CCCN1C(=O)Nc1cc(C)ccc1OC (stereo not given)	-2	-3
Cc1ccc(Cl)cc1N=Cc1nc(-c2ccc([N+](=O)[O-])cc2)oc1O	-1	6
COc1ccc(N2CCN(C(C)=O)C(C)C2=O)cc1 (stereo not given)	-1	-4
COc1cc(NC(=O)Cc2cn(C)c3ccccc23)cc(OC)c1OC	-6	7
Cc1ccc(NC(=O)c2cccc(Cl)c2Cl)c([N+](=O)[O-])c1	1	-1
O=C(c1ccc(-c2ccc3c(c2)OCCO3)s1)N1CCCCC1	-5	-4
C=CCNC(=O)N1CCN(C2=Nc3ccccc3Oc3ccc(C)cc32)CC1	-5	36
CCN1C(=O)c2cccnc2Sc2cc(NC(=O)C(C)(C)C)ccc21	6	19
CCCCN1C(=O)C(O)=C(C(C)=O)C1c1ccc(OC)c(OC)c1 (stereo not given)	-5	-1
COc1cccc(C2=NOC(C(=O)Nc3cccc(O)c3)C2)c1OC (stereo not given)	-7	11
CCCNC(=O)c1ccc(C(=O)NCCC)cc1	4	-7
O=C(Nc1c2c(nn1-c1ccc([N+](=O)[O-])cc1)CS(=O)(=O)C2)c1cccc(Cl)c1	-4	4
CC(C)c1nc(-n2cccc2)sc1C(=O)Nc1ccccc1F	-3	-11
O=C(c1c(Cl)nc(Cl)c(Cl)c1Cl)N1CCOCC1	-1	-4

Complete entries, quoted from the list.
Listed for O=C1/C(=C/c2cccc(Cl)c2)Cc2ccccc21 → Pf apPOL inh: 0; mHTT CaM bind: 7
Listed for COc1ccc(C2=C/C(=C\c3ccccc3Cl)C(=O)O2)c(OC)c1 → Pf apPOL inh: -3; mHTT CaM bind: -23
Listed for C=CCNC(=O)N1CCN(C2=Nc3ccccc3Oc3ccc(C)cc32)CC1 → Pf apPOL inh: -5; mHTT CaM bind: 36

Next compounds:
SMILES	Pf apPOL inh	mHTT CaM bind
Cc1nn(C)c(C)c1Nc1ccc(N2C(=O)C3CC=CCC3C2=O)cc1[N+](=O)[O-] (stereo not given)	-16	13
COc1cc(CN2CCN(Cc3cc(OC)c(OC)cc3OC)CC2)cc(OC)c1	-6	7
O=C(CN(Cc1ccccc1)S(=O)(=O)c1cc(Cl)ccc1Cl)NC1CC1	-6	-1
COCCCn1cc(CN2CC(N(C)C)CS2(=O)=O)nn1 (stereo not given)	-4	-3
Cc1c(C(=O)Nc2ccc3c(c2)OCO3)sc2ncn(CC(=O)N3CCC(C)CC3)c(=O)c12	-7	36
CCCN(CCC)C(=O)CSc1nc2ccsc2c(=O)n1Cc1ccccc1F	2	-1
COc1cc(Br)cc2cc(C(=O)N3CC(C)CC(C)C3)c(=O)oc12 (stereo not given)	1	-3
O=C(Cc1ccc(F)cc1)Nc1cccc2ccc(-n3ccnc3)nc12	-9	48
O=c1c2sccc2n(Cc2cccc([N+](=O)[O-])c2)c(=O)n1-c1ccc(F)cc1F	3	8
O=C(CCCN1CCC(c2ccccc2)C1)c1ccc2c(c1)OCCO2 (stereo not given)	-1	-3
CN(C)CCNC(=O)CCC1CCCN(c2cc(NC3CC3)ncn2)C1 (stereo not given)	3	1
O=C(c1ccc(COCC(F)(F)F)o1)N1CCCCCC1	-12	-3

6 records drawn at random from the list so far:
SMILES	Pf apPOL inh	mHTT CaM bind
CN(C)CCNC(=O)CCC1CCCN(c2cc(NC3CC3)ncn2)C1 (stereo not given)	3	1
O=c1c2sccc2n(Cc2cccc([N+](=O)[O-])c2)c(=O)n1-c1ccc(F)cc1F	3	8
O=C(CCCN1CCC(c2ccccc2)C1)c1ccc2c(c1)OCCO2 (stereo not given)	-1	-3
O=C(c1ccc(COCC(F)(F)F)o1)N1CCCCCC1	-12	-3
O=C(Cc1ccc(F)cc1)Nc1cccc2ccc(-n3ccnc3)nc12	-9	48
Cc1c(C(=O)Nc2ccc3c(c2)OCO3)sc2ncn(CC(=O)N3CCC(C)CC3)c(=O)c12	-7	36

Next part.
SMILES	Pf apPOL inh	mHTT CaM bind
CCOc1cccc2sc(-n3nc(C)cc3NC(=O)C3CC3)nc12	-2	-16
OCCCn1c(-c2ccccc2)cn2c3ccccc3nc12	-8	18
O=[N+]([O-])c1ccc(CN2CCC(N3CCCCCC3)CC2)cc1	-8	5
O=C(NCc1ccc(F)cc1)c1c[nH]c2ccc(S(=O)(=O)N3CCOCC3)cc2c1=O	-13	5
O=C(O)Cc1cncc(Br)c1	5	/
O=C(NC(=S)NCCC12CC3CC(CC(C3)C1)C2)C12CC3CC(CC(C3)C1)C2	4	-3
O=C(O)C1CC=CCC1C(=O)Nc1nnc(C2CC2)s1 (stereo not given)	-4	-1
Cc1cccc(C(=O)N2CCCC(C(=O)Nc3cc(C)ccc3C)C2)c1 (stereo not given)	-6	30
Cc1sc2ncnc(Nc3ccc4c(c3)OCCO4)c2c1C	-28	5
NCCCCN	-6	/
N#CC(=Cc1sccc1Oc1ccccc1)C(=O)c1cccs1	-2	/
Clc1ccc(-n2ncnc2-c2cccs2)cc1	-9	0
Cc1ccccc1NC(=O)N1CCCN(c2ncccc2-c2nc(C3CC3)no2)CC1	-3	-5
CCC1=Nc2cc(C(=O)NCCN3CCCC3)ccc2Sc2ccc(C)cc21	-18	43
CCCc1cc(=O)oc2c(C)c3occ(-c4ccc(OC)cc4)c3cc12	7	-5
COc1ccc(-c2noc(C3CCN(CC(=O)Nc4cccc(SC)c4)CC3)n2)cc1	-2	13
O=[N+]([O-])c1ccc(S(=O)(=O)Nc2ccc(S(=O)(=O)N3CCOCC3)cc2)cc1	-11	3
O=C(Nc1ccccn1)C12CC3CC(C1)CC(C(=O)Nc1ccccn1)(C3)C2	-1	2
O=c1[nH]c(/C=C/c2ccc(Cl)cc2Cl)c([N+](=O)[O-])c(=O)[nH]1	-4	31
COc1ccc2nc(NS(=O)(=O)c3ccc([N+](=O)[O-])cc3)sc2c1	-2	3
CN1C(=O)C(=O)c2cc(Br)cc(Br)c21	-3	27
COc1ccc(C2/C=C\CN(C(=O)C3CC3)CC(=O)N2Cc2ccc(F)cc2)cc1 (stereo not given)	-3	27
O=S(=O)(c1ccc2nncn2c1)N(Cc1ccccc1F)c1cc(F)cc(F)c1	-1	10
CCOC(=O)c1c(-c2ccc(OC)cc2)oc2ccc(OC(C)=O)cc12	-3	-8

Of the compounds above, four contain bromine:
SMILES	Pf apPOL inh	mHTT CaM bind
Cc1cc(Br)ccc1NS(=O)(=O)c1cccc2nsnc12	0	22
COc1cc(Br)cc2cc(C(=O)N3CC(C)CC(C)C3)c(=O)oc12 (stereo not given)	1	-3
O=C(O)Cc1cncc(Br)c1	5	/
CN1C(=O)C(=O)c2cc(Br)cc(Br)c21	-3	27

Continued:
SMILES	Pf apPOL inh	mHTT CaM bind
Fc1ccccc1CSC1=NCCN1	1	-5&-2
Cc1ccc(CN(c2ccc(C(=O)NCc3ccncc3)cc2)S(C)(=O)=O)cc1	0	0
O=C(Cn1cc(COc2c(F)c(F)cc(F)c2F)nn1)c1ccc(O)cc1	12	5
Cc1cccc(N2C(N)=C(C#N)C(c3ccsc3)C3=C2CC(C)(C)CC3=O)c1 (stereo not given)	-8	8
Cc1sc(NC(=O)c2cc3cc([N+](=O)[O-])ccc3oc2=O)nc1-c1cccs1	-6	2
CCn1c(CNC(=O)C2CCC2)nc2c1CN(C(=O)c1ccc(OC)cc1)CC2	-5	7
Cc1cccc(-c2cc3n(n2)CCCN(C(=O)Cc2ccccc2F)C3)c1	-3	73*
COc1cc(OC)cc(-c2nnc(SCC(=O)N3CCc4ccccc43)o2)c1	0	2
Cc1cccc(Nc2ccc(Cl)cc2[N+](=O)[O-])c1	-9	/
Cc1ccc(OCC(=O)N2CC(CN(C)C)C3(CCOCC3)C2)cc1 (stereo not given)	-6	-1
Cc1c([N+](=O)[O-])cc(C(=O)Nc2ccc3nn(-c4cccc(Cl)c4)nc3c2)cc1[N+](=O)[O-]	-8	1
COc1cc(O)c(C(CCN2CCOCC2)c2cc(OC)c(OC)c(OC)c2)c(OC)c1 (stereo not given)	-5	5
CN(C)S(=O)(=O)c1ccc(N)c([N+](=O)[O-])c1	0	3
COc1ccc(CN2CCc3c([nH]c4ccccc34)C2)c(OC)c1OC	1	16
N#CC1=C(N)C(C#N)(C#N)C(c2ccccc2F)C2CNCC=C12 (stereo not given)	6	18
CCN(CC)CCCOc1ccc(OC)cc1	-4	-8
Cc1cccc(CN2CCCn3nc(C(=O)Nc4ccccc4C)cc3C2=O)c1	-2	-6
Cc1[nH]nc2c1C(c1ccc3c(c1)OCO3)CC(=O)N2 (stereo not given)	0	1
O=C(Nc1cccc2nsnc12)C1CCN(c2ccc(-c3cccs3)nn2)CC1	-9	-10
O=C(c1ccc(OCC2CCN(C(=O)c3ccccc3Cl)CC2)cc1)N1CCCC1	-3	8
CCC(=O)N1CCN(c2nc(C)nc(C)c2Cc2ccccc2Cl)CC1	-1	14
Cc1cc(C)c(C)c(S(=O)(=O)N2CCC(c3nc4ccncc4n3C)C2)c1C (stereo not given)	1	10
Cc1ccc(C)c(C(=O)N2CCCC(COc3ccc(C(=O)NC4CC4)cc3)C2)c1 (stereo not given)	-5	8
COc1cc(C2OCC3(CO)C(C)C=C(C)C2C3C)ccc1O (stereo not given)	3&-4	3&21
Cc1csc2sc(C(=O)Nc3ccc(Cl)cc3)c(C)c12	-5	/
COc1ccc(N(C2C=CS(=O)(=O)C2)S(=O)(=O)c2ccc(Cl)cc2)cc1 (stereo not given)	-4&4	0&0
CC(=O)N1C(=N)S/C(=C\c2cc3cccc(C)c3nc2N2CCCCC2)C1=O	-6	-2
CC(=O)NCc1csc(C2CCN(C(=O)c3ccc(F)c(F)c3)CC2)n1	-1	-1
CC(C)=C1SC(=O)N(CC(=O)Nc2ccc(S(N)(=O)=O)cc2)C1=O	-2	-8
N#CC1=C(N)Oc2n[nH]c(-c3ccccc3)c2C1c1ccc(F)c(Br)c1 (stereo not given)	14	20
COCCN1C(=O)c2ccccc2C(C(=O)NC2CCCCC2)C1c1ccc(F)cc1 (stereo not given)	3	4
Cc1c(OCC#N)ccc2c3c(c(=O)oc12)CCC3	-5	-1
Cc1ccc(Cl)cc1N1C(=O)C(N2C(=O)c3cccc([N+](=O)[O-])c3C2=O)C1c1cccs1 (stereo not given)	3	10
CN(CC(=O)Nc1ccccc1F)S(=O)(=O)c1cccs1	5	-1
COC(=O)c1ccc(C(=O)NCC#CCN2CCc3ccccc3C2)cc1	0	3
C=CCn1c(COc2ccccc2C)nc2ccccc21	-1	-8
COc1ccc(C(=O)N2CCOC(COc3ccccc3C)C2)cc1 (stereo not given)	-1	11
CCOc1ccccc1NC(=O)c1ccc([N+](=O)[O-])cc1	-2	-8
Cc1[nH]c2ccccc2c1C(Nc1nccs1)c1ccc2c(c1)OCO2 (stereo not given)	7	83*
COCCC1CCN(C(=O)CN(C)C(=O)c2cccnc2)CC1	2	2
Cc1ccc(-c2cn(-c3ccc(C)c(F)c3)c(=O)[nH]2)cc1	-5	14
O=C(NCc1cccc(Cl)c1)C1CCCN(c2nnc3ccccn23)C1 (stereo not given)	-7	-1

An excerpt of these results, with two lines to a compound:
Each structure is followed by: Pf apPOL inh | mHTT CaM bind
> COc1ccc(C(=O)N2CCOC(COc3ccccc3C)C2)cc1 (stereo not given)
  -1 | 11
> CCOc1ccccc1NC(=O)c1ccc([N+](=O)[O-])cc1
  -2 | -8
> Cc1[nH]c2ccccc2c1C(Nc1nccs1)c1ccc2c(c1)OCO2 (stereo not given)
  7 | 83*
> COCCC1CCN(C(=O)CN(C)C(=O)c2cccnc2)CC1
  2 | 2
> Cc1ccc(-c2cn(-c3ccc(C)c(F)c3)c(=O)[nH]2)cc1
  -5 | 14
> O=C(NCc1cccc(Cl)c1)C1CCCN(c2nnc3ccccn23)C1 (stereo not given)
  -7 | -1

These rows are one share of the data; the hit share may differ from the screen's.
